Screens deposited in PubChem BioAssay by National Center for Advancing Translational Sciences (NCATS).
PGK inhibitor – qHTS Assay to Find Inhibitors of Phosphoglycerate Kinase; Phosphoglycerate kinase, glycosomal (Trypanosoma brucei brucei), P07378; PGK/GAPDH coupled, Kinase-Glo luminescence, 60 min; Potency, µM (top dose mostly 57.5 µM), for the others: at the top dose activity change, negative = inhibition, hits mostly inhibitors; actives 0.043% (n = 380,000); AID 602233, 2012; also: potency is read from the fitted curve at half-maximal effect; % is scaled to controls: 0 for no effect and ±100 for the full control effect; nearly all actives have a fitted effect of over 60% in size
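Recombinant glycosomal PGK reaction used 1,3-bisphosphoglycerate generated in-well by GAPDH (100nM final) in 100mM TEA pH 7.6, 5mM MgCl2, 0.01% Tween-20. After 60 minutes at room temperature, ATP was read by Kinase-Glo Plus luminescence end-point.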
ERG-DNA inh – qHTS for Small Molecule Inhibitors of the ERG Ets/DNA interaction; fluorescence polarization, His-ERG Ets domain / labelled DNA; Potency, µM (top dose mostly 76.9 µM), inactives show at the top dose FP activity, negative = inhibition, hits mostly inhibitors; actives 0.028% (n = 370,000); active = well fitted inhibition curve with a large enough effect in the polarisation, with a control signal flat; inconclusive = small, poorly fitted or top-dose-only effect, or effect the other way, or a change in a side signal; inactive = no such curve, though single readings can be large or run the other way; the % refers to the polarisation;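 also: polarization taken with two DNA probes labelled with fluorescein and Texas red; potency is read from the fitted curve at half-maximal effect; % of control where 0% means no effect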
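His-tagged ERG Ets domain (1 uM in the protein solution; 300mM KCl, 50mM Tris-HCl, 1mM EDTA, 1mM DTT, pH 7.5) received compound, then a probe mix of 5 nM fluorescein-DNA and 100nM Texas-615-DNA. Fluorescence polarization was read for both dyes.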
HP1b chromo inh – HTS for Inhibitors of HP1-beta Chromodomain Interactions with Methylated Histone Tails; Chromobox protein homolog 1 (Homo sapiens), P83916; AlphaScreen HP1-beta / biotin-H3K9me3 peptide binding; Potency, µM (titrated, usually from 114 µM), inactives show at the top dose activity change, negative = inhibition, most hits filed as inhibitors; actives 0.56% (n = 390,000); AID 540317, 2011; also: potency is read from the fitted curve at half-maximal effect; nearly all actives have a fitted effect of over 70% in size; inactives centre near 23
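Compound inhibition of the preformed complex between 50 nM HP1-beta and 50 nM biotinylated H3K9me3 peptide was read by AlphaScreen. Buffer was PBS pH 7.4 with 0.01% Tween-20. Incubations ran 30 min at room temperature, with 10 ug/mL donor/acceptor beads.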
G9a inh – qHTS Assay for Inhibitors of Histone Lysine Methyltransferase G9a | Histone-lysine N-methyltransferase EHMT2 (Homo sapiens), Q96KQ7 | G9a H3K9 monomethylation, AlphaScreen, 2 h | Potency, µM (series often up to 102 µM), for the others: at the top dose activity, negative = inhibition, actives largely listed as inhibitors | actives 8.8% (n = 350,000) | AID 504332, 2011; also: potency is read from the fitted curve at half-maximal effect; % is scaled to controls: 0 for no effect and ±100 for the full control effect; nearly all actives have a fitted effect of over 75% in size
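Using a bead-based AlphaScreen, monomethylated H3K9 product from 2 h room-temperature reactions (G9a 20 nM, peptide 500 nM, SAM 20 uM) was detected with 0.5 ug/mL rabbit anti-H3K9me1 antibody.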
GLS inh – qHTS for Inhibitors of Glutaminase (GLS) | Glutaminase kidney isoform, mitochondrial (Homo sapiens), O94925 | actives 0.21% (n = 410,000) | AID 624170, 2012 | GLS enzymatic activity, qHTS titration | Potency, µM (doses to about 45.5 µM), for the others: top-dose activity change, negative = inhibition, most hits filed as inhibitors; also: potency is read from the fitted curve at half-maximal effect; % is scaled to controls: 0 for no effect and ±100 for the full control effect
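hKGA; 45 mM KH2PO4 pH 8.2 + 0.02% Tween-20; cpd via pin tool; 1 mM Gln soln; GluOx/HRP/Amplex Red; RT 30 min; fluor. t0 & final.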
JMJD2A Tudor inh – qHTS Assay for Inhibitors of JMJD2A-Tudor Domain; Lysine-specific demethylase 4A (Homo sapiens), O75164; AlphaScreen JMJD2A-Tudor / H3K4me3 peptide binding; Potency, µM (highest dose often 114 µM), for the others: at the highest dose activity change, negative = inhibition, most hits filed as inhibitors; actives 4.4% (n = 390,000); AID 504339, 2011; also: potency is read from the fitted curve at half-maximal effect; % is scaled to controls: 0 for no effect and ±100 for the full control effect; nearly all actives have a fitted effect of over 50% in size
Target sequence (O75164 whole entry, looked up, the tested form may be a part): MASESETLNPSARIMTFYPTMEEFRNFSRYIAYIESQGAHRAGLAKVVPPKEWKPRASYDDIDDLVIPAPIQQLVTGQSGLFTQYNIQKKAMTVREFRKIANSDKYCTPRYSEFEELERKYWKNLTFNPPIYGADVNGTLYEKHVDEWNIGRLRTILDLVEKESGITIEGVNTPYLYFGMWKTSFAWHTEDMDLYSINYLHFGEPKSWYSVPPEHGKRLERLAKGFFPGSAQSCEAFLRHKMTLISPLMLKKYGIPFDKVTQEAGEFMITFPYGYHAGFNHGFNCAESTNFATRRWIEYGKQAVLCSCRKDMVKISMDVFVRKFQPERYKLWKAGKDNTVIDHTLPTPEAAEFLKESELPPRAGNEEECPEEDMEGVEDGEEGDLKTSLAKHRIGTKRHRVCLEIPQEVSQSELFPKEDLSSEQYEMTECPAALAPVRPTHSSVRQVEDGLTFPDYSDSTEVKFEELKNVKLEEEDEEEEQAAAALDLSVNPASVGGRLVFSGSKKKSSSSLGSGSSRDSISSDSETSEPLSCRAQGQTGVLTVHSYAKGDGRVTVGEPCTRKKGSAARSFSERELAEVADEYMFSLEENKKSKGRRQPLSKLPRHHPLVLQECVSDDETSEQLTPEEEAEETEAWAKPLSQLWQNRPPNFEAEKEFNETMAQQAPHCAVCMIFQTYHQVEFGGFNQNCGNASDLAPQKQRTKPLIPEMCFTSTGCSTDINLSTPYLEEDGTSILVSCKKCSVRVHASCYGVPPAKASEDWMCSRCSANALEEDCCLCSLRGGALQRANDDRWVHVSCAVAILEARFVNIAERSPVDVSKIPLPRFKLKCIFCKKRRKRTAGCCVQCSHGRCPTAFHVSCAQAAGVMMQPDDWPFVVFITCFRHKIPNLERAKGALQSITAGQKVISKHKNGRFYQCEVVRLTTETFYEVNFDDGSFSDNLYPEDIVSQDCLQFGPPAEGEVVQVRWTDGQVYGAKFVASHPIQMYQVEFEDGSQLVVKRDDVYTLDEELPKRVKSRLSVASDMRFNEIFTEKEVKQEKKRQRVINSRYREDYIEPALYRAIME
BAZ2B inh – qHTS Assay for Inhibitors of BAZ2B; AlphaScreen BAZ2B-H3K14Ac peptide displacement; Potency, µM (series often up to 114 µM), inactives show at the highest dose activity change, negative = inhibition, hits mostly inhibitors; actives 4.4% (n = 360,000); AID 504333, 2011; also: potency is read from the fitted curve at half-maximal effect; % is scaled to controls: 0 for no effect and ±100 for the full control effect; nearly all actives have a fitted effect of over 60% in size
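Complex of BAZ2B and biotin-H3K14Ac (50 nM apiece) forms over 30 min at RT, then faces library compounds up to 110 uM for another 30 min; AlphaScreen beads added, 20 min dark incubation, luminescence read.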
PI4K2A inh – qHTS for small molecular inhibitors of PI4K2A. Phosphatidylinositol 4-kinase type 2-alpha (Homo sapiens), Q9BTU6. purified PI4K2A, ADP-Glo luminescence, 1 h; active compounds read low. activity change, negative = inhibition, % at 76.9 µM. actives 0.13% (n = 420,000). AID 1346378, 2018; in the data active = activity change below about -50%; inconclusive = mostly about -30% to -49%;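 also: -100% = wells without enzyme as full effect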
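Compounds are screened against recombinant PI4K2A using PI as substrate and ATP, the latter dispensed at 300 microM. Reactions run one hour at ambient temperature before ADP-Glo detection; full inhibition defined by wells lacking enzyme.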
Pin1 inh – qHTS Assay to Find Inhibitors of Pin1; Pin1 FP peptide displacement, HiFluor488, 10 min; Potency, µM (highest dose often 115 µM), without a hit: at the top dose activity, negative = inhibition, hits mostly inhibitors; Peptidyl-prolyl cis-trans isomerase NIMA-interacting 1 (Homo sapiens), Q13526; actives 0.009% (n = 390,000); active = well fitted inhibition curve with a large enough effect in the polarisation, with a control signal flat, not every such curve was filed as active; inconclusive = small, poorly fitted or top-dose-only effect, or effect the other way, or a change in a side signal; inactive = no such curve, though single readings can be large or run the other way; the % refers to the polarisation; also: potency is read from the fitted curve at half-maximal effect; % is scaled to controls: 0 for no effect and ±100 for the full control effect
* marks the source's active call; other numbers are inactive results; i = inactive; ? = inconclusive; · = no result given; & = joins results of further samples; [ ] = another dose, or the depositor's remark. Unless noted, calls follow the shape of the dose curve; as a rule, active = well fitted curve in the direction sought with a large enough effect; inconclusive = small, poorly fitted or top-dose-only effect, or another doubt; inactive = no such curve, though single readings can be large; an effect the other way counts as inactive or inconclusive.

1: COc1ccccc1C(CNC(=O)CNC(=O)c1ccccc1Cl)N1CCCC1 (stereo unspecified)
2: COc1ccc(CCNC(=O)c2cc(=O)c3cc(C)cc(C)c3o2)cc1OC
3: C=CCNc1nc(Nc2cc(Cl)ccc2OC)nc(OC)n1
4: Cc1c(C(=O)Nc2ccc(S(=O)(=O)N(C)C3CCN(C)CC3)cc2)oc2c(Cl)cccc12
5: CC1=CC(C)(C)N(C(=O)CSc2nccn2C)c2cc(C)ccc21
6: COc1ccc(S(=O)(=O)c2c(O)c3ccc(C(=O)Nc4ccccc4F)cc3[nH]c2=O)cc1
screen / no.	1	2	3	4	5	6
PGK inhibitor	-1%	i	1%	-2%	·	-9%
ERG-DNA inh	1%	-20%	-4%	-6%	10%	8%
HP1b chromo inh	35%[activator]	31%	34%	4%	0%	38%[activator]
G9a inh	28%[12.7 µM]	-3%[59 µM]	4%	?	-2%[59 µM]	-43%[59 µM]
GLS inh	2%	2%	-5%	4%	13%	-4%
JMJD2A Tudor inh	-9%	-2%	2%	?	?	-17%
BAZ2B inh	13%	1%	-5%	-5%	·	-19%
PI4K2A inh	-1	0	0	5	1	-3
Pin1 inh	0%	3%	-10%	7%	-12%	-3%

7: CC(=O)Nc1ccc(/C=C/c2ccc3c([N+](=O)[O-])cccc3n2)cc1
8: COc1ccc(OC)c(/C=N/NC(=O)c2ccc(N(C)S(=O)(=O)c3ccccc3)cc2)c1
9: CN1CCc2c(sc3nc(SCC(=O)N4CCOCC4)n(-c4ccc(Cl)cc4)c(=O)c23)C1
10: COc1ccc(-c2ccc(CCC(=O)O)n2-c2ccc(O)cc2)cc1
11: COCCNS(=O)(=O)c1ccc2c(c1)C(=NO)c1cc(S(=O)(=O)NCCOC)ccc1-2
12: Cc1ccc(NC(=O)CSc2nnc(-c3cc4occc4n3C)n2-c2ccccc2C)c(C)c1
screen / no.	7	8	9	10	11	12
PGK inhibitor	-6%	-2%	6%	-8%	-9%	i
ERG-DNA inh	1%	-1%	12%	2%	1%	-1%
HP1b chromo inh	19%	22%	5%	1%	-5%	5%
G9a inh	?	-37%	71µM*	32µM*	2%	?
GLS inh	-4%	12%	?	32%	13%	5%
JMJD2A Tudor inh	-29%	-4%	-25%	?	-16%	?
BAZ2B inh	-21%	4%	?	-35%	-20%	?
PI4K2A inh	2	-1	-5	-5	1	5
Pin1 inh	6%	14%	20%	-1%	9%	9%

A run of entries taken from the entries so far:
7: CC(=O)Nc1ccc(/C=C/c2ccc3c([N+](=O)[O-])cccc3n2)cc1
8: COc1ccc(OC)c(/C=N/NC(=O)c2ccc(N(C)S(=O)(=O)c3ccccc3)cc2)c1
screen / no.	7	8
PGK inhibitor	-6%	-2%
ERG-DNA inh	1%	-1%
HP1b chromo inh	19%	22%
G9a inh	?	-37%
GLS inh	-4%	12%
JMJD2A Tudor inh	-29%	-4%
BAZ2B inh	-21%	4%
PI4K2A inh	2	-1
Pin1 inh	6%	14%

Next records:
13: Cc1nn(CC(=O)NC2CC2)c(=O)c2cc3ccccc3n12
14: Cc1nc(SCC(=O)N2CCc3ccccc3C2)c2c(C)c(C)sc2n1
15: Cc1ccc(-n2nc(CO)c(C(=O)NCCO)n2)cc1
16: CCOc1ccc(NC(=O)CSc2nnc(-c3ccccc3)n2N)cc1
17: COc1ccccc1C1OC2=C(Nc3ccc([N+](=O)[O-])cc3N2)C1=O (stereo unspecified)
18: Cc1c(C(=O)N2CCN(c3ccc(F)cc3)CC2)sc2ncnc(N3CCN(c4ccccn4)CC3)c12
screen / no.	13	14	15	16	17	18
PGK inhibitor	2%	-9%	i	-2%	2%	-3%
ERG-DNA inh	3%	-3%	-4%	-3%	3%	-16%
HP1b chromo inh	28%	52%[activator]	14%	43%[activator]	27%	-23%
G9a inh	-34%[59 µM]	?	2%[59 µM]	-2%[59 µM]	-5%	0%
GLS inh	1%	-1%	3%	2%	-2%	0%
JMJD2A Tudor inh	-6%	-15%	-9%	-24%	-15%	?
BAZ2B inh	-1%	5%	0%	49%[activator]	-12%	-22%
PI4K2A inh	-1	-1	-1	-5	1	0
Pin1 inh	6%	30%[activator]	3%	?	3%	-1%

Quoted from the listing:
compound 16 in PI4K2A inh = -5
compound 13 in G9a inh = -34%[59 µM]

Other entries follow.
19: S=C(NC1CCCCC1)NN1CCOCC1
20: CCc1ccc(N(CC(=O)NC2CCCC2)S(=O)(=O)c2c(C)noc2C)cc1
21: CCN(CC)CCSc1nc(O)c(Cc2ccccc2)c(=O)n1-c1ccccc1
22: Cc1ccc(Nc2c(-c3ccc(N4CCOCC4)cc3)nc3ncccn23)cc1
23: COC(=O)CNC(=O)c1cn(-c2ccc(C)c(C)c2)c(=O)c2ccccc12
24: O=C(Cc1ccc(F)cc1)NC1CCCC1
screen / no.	19	20	21	22	23	24
PGK inhibitor	i	i	i	1%	-6%	-9%
ERG-DNA inh	-4%	-9%	12%	6%&3%	13%	2%
HP1b chromo inh	52%[activator]	38%[activator]	42%[activator]	26%&43%	48%[activator]	24%
G9a inh	50µM*	2%[59 µM]	9%[12.7 µM]	-3%[59 µM]	1%	5%[59 µM]
GLS inh	-1%	-1%	-15%	-3%&9%	1%	1%
JMJD2A Tudor inh	8%	-17%	-2%	2%&-13%	-9%	-20%
BAZ2B inh	-19%	4%	-8%	4%&-29%	-4%	-1%
PI4K2A inh	0	4	1	0&3	2	0
Pin1 inh	0%	-3%	-5%	8%&2%	-4%	0%

25: CCc1nnc(NC(=O)CSc2nc3c(c(=O)n2-c2ccccc2OC)SCC3)s1
26: CCNC(=O)C1CCN(c2nc3ccccc3nc2C(F)(F)F)CC1
27: O=C1CC(c2nc3ccccc3n2CCCOc2ccccc2)CN1c1ccc(F)cc1 (stereo unspecified)
28: CC1CCCCN1S(=O)(=O)c1ccc2c(c1)CCN2C(=O)C1CCC1 (stereo unspecified)
29: O=C(/C=C/c1c(F)cccc1Cl)Nc1ccc(S(=O)(=O)Nc2ncccn2)cc1
30: Cc1oc2ncnc(N3CCCCC3)c2c1C(=O)NCC1CCN(Cc2cccc(F)c2)CC1
screen / no.	25	26	27	28	29	30
PGK inhibitor	i	-9%	-2%	8%	-5%	-2%
ERG-DNA inh	1%	9%	4%	1%	-12%	-10%
HP1b chromo inh	?	28%	27%	19%	22%	19%
G9a inh	-13%[12.7 µM]	0%[59 µM]	7%[59 µM]	30%[0.501 µM]	?	-13%[59 µM]
GLS inh	-5%	5%	-1%	21%	-5%	-5%
JMJD2A Tudor inh	-30%[57.1 µM]	2%	-7%	-4%	-8%	-7%
BAZ2B inh	?	0%	-10%	-3%	-3%	-2%[57.1 µM]
PI4K2A inh	-9	-3	7	4	2	4
Pin1 inh	29%	-1%	15%	-1%	14%	2%

31: COc1ccc(NC(=O)COCc2cc(-c3ccco3)on2)cc1
32: CC(=O)C1=C(O)C(=O)N(c2ccc(S(N)(=O)=O)cc2)C1c1ccc([N+](=O)[O-])cc1 (stereo unspecified)
33: Cc1cccc2cc(CN(CCN(C)C)C(=S)NCc3ccco3)c(=O)[nH]c12
34: CCOC(=O)c1c(C)[nH]c(C)c1S(=O)(=O)NCC(=O)N1CCN(c2ccccc2F)CC1
35: O=S(=O)(NCc1cccnc1)c1cccc2cccnc12
36: CCOC(=O)C1(CCOc2ccccc2)CCN(Cc2cccc(OC)c2)CC1
screen / no.	31	32	33	34	35	36
PGK inhibitor	2%	-3%	i	0%	-8%	9%
ERG-DNA inh	7%	9%	-4%	-5%	2%	-2%
HP1b chromo inh	4%	22%	21%	19%	15%	59%[activator]
G9a inh	-6%[59 µM]	13%[0.501 µM]	1%[59 µM]	-6%[59 µM]	-35%[59 µM]	·
GLS inh	-5%	-6%	0%	-24%	4%	9%
JMJD2A Tudor inh	0%	-7%	-10%[57.1 µM]	-17%	-12%	4%
BAZ2B inh	4%	?	-13%	-18%	-3%	·
PI4K2A inh	1	39	2	1	-1	4
Pin1 inh	3%	0%	1%	-3%	-9%	?

37: O=C(CSc1nnc(CNC(=O)c2ccc(F)cc2)o1)c1ccccc1
38: NS(=O)(=O)c1ccc(NC(=O)CSc2nnc(-c3ccc(O)cc3)o2)cc1
39: CC(=O)Nc1cccc(-c2cn3ccc(C)cc3n2)c1
40: CCCCCCSc1cccc(-c2nc3cc(C)ccn3c2NCc2ccccc2)c1
screen / no.	37	38	39	40
PGK inhibitor	i	6%	-12%	8%
ERG-DNA inh	1%	29%	-2%	-1%
HP1b chromo inh	37%	-4%	29%	50%[activator]
G9a inh	20%	?	-12%[0.501 µM]	-4%[2.33 µM]
GLS inh	12%	?	5%	10%&3%
JMJD2A Tudor inh	-13%	-8%	-4%	-30%
BAZ2B inh	-18%	1%	-6%	-23%
PI4K2A inh	2	2	-8	2&5
Pin1 inh	-2%	1%	3%	?
